Screening data as filed in PubChem.
Tb PGK inh: qHTS Assay to Find Inhibitors of Phosphoglycerate Kinase; Phosphoglycerate kinase, glycosomal (Trypanosoma brucei brucei), P07378; PGK/GAPDH coupled, Kinase-Glo luminescence, 60 min; Potency, µM (top dose mostly 57.5 µM), without a hit: top-dose activity change, negative = inhibition, most hits filed as inhibitors; 0.043% of 380,000 active; further: potency means the concentration at half of the fitted maximal effect; on the % scale 0 is the no-effect control and ±100 the full control effect; nearly all actives have a fitted effect of over 60% in size
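Luminescent ATP detection (Kinase-Glo Plus) follows a 60-minute room-temperature incubation, with wells lacking PGK as controls. Buffer: 100 mM TEA (pH 7.6), 5 mM MgCl2, 0.01% Tween-20. Coupling enzyme GAPDH (100 nM final) supplies unstable 1,3-BPG in-well.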
JMJD2A Tudor: qHTS Assay for Inhibitors of JMJD2A-Tudor Domain. Lysine-specific demethylase 4A (Homo sapiens), O75164. AlphaScreen JMJD2A-Tudor / H3K4me3 peptide binding. Potency, µM (doses to about 114 µM), without a hit: at the highest dose activity change, negative = inhibition, most hits filed as inhibitors. 4.4% of 390,000 active; further: potency means the concentration at half of the fitted maximal effect; on the % scale 0 is the no-effect control and ±100 the full control effect; nearly all actives have a fitted effect of over 50% in size
BAZ2B inh: qHTS Assay for Inhibitors of BAZ2B | Bromodomain adjacent to zinc finger domain protein 2B (Homo sapiens), Q9UIF8 | AlphaScreen BAZ2B-H3K14Ac peptide displacement | Potency, µM (highest dose often 114 µM), inactives show top-dose activity change, negative = inhibition, most hits filed as inhibitors | 4.4% of 360,000 active | AID 504333, 2011; further: potency means the concentration at half of the fitted maximal effect; on the % scale 0 is the no-effect control and ±100 the full control effect; nearly all actives have a fitted effect of over 60% in size
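Multi-concentration screen (max 110 uM) measuring displacement of acetylated histone H3 peptide from BAZ2B by AlphaScreen, using 50 nM protein, 50 nM peptide and 10 ug/mL streptavidin donor plus Ni-chelate acceptor beads.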
GLS inhibitor: qHTS for Inhibitors of Glutaminase (GLS); Glutaminase kidney isoform, mitochondrial (Homo sapiens), O94925; GLS enzymatic activity, qHTS titration; Potency, µM (titrated, usually from 45.5 µM), inactives show at the top dose activity change, negative = inhibition, usual class: inhibitors; 0.21% of 410,000 active; further: potency means the concentration at half of the fitted maximal effect; on the % scale 0 is the no-effect control and ±100 the full control effect
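hKGA in 45 mM KH2PO4 (pH 8.2), 0.02% Tween-20 with compound, then 1mM L-Glutamine (stock as added) plus glutamate oxidase/HRP/Amplex red coupling mix. Fluorescence read initially and after 30 min at RT; signal change reflects glutamate formation.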
G9a block: qHTS Assay for Inhibitors of Histone Lysine Methyltransferase G9a; Histone-lysine N-methyltransferase EHMT2 (Homo sapiens), Q96KQ7; Potency, µM (titrated, usually from 102 µM), for the others: at the top dose activity, negative = inhibition, usual class: inhibitors; 8.8% of 350,000 active; G9a H3K9 monomethylation, AlphaScreen, 2 h; further: potency means the concentration at half of the fitted maximal effect; on the % scale 0 is the no-effect control and ±100 the full control effect; nearly all actives have a fitted effect of over 75% in size
Target sequence (Q96KQ7 913-1193 limits assumed): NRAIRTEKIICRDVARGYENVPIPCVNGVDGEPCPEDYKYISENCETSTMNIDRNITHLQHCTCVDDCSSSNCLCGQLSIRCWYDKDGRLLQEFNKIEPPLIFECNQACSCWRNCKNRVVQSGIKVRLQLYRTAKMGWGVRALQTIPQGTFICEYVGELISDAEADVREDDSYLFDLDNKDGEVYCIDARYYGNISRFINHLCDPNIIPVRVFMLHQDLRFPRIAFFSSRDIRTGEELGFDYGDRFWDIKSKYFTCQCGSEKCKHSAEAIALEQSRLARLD
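Methyltransferase reactions run at room temperature for 2 h (20 nM enzyme, 500 nM biotin-H3K9 peptide, 20 uM SAM) after a 15 min compound preincubation; product detected by AlphaScreen beads and anti-H3K9me1 antibody.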
PI4K2A block: qHTS for small molecular inhibitors of PI4K2A | Phosphatidylinositol 4-kinase type 2-alpha (Homo sapiens), Q9BTU6 | purified PI4K2A, ADP-Glo luminescence, 1 h; active compounds read low | activity change, negative = inhibition, % at 76.9 µM | 0.13% of 420,000 active; in the data active means activity change below about -50%; inconclusive means mostly about -30% to -49%;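 further: -100% = wells without enzyme as full effect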
Target sequence (Q9BTU6 whole entry, looked up): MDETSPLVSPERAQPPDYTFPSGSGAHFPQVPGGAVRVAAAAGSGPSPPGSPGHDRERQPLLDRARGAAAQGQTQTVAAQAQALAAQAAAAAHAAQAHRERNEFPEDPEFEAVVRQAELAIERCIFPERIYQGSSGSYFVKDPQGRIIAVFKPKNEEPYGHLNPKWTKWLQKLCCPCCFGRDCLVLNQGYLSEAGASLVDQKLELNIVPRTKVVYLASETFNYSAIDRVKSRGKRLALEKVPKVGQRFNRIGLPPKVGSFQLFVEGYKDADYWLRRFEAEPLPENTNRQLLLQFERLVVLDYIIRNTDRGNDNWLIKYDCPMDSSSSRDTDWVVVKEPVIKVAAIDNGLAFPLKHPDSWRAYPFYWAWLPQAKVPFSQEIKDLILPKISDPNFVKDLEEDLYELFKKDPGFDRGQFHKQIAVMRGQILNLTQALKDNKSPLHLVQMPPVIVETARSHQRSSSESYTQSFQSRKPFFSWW
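Compounds are screened against recombinant PI4K2A using PI as substrate and ATP, the latter dispensed at 300 microM. Reactions run one hour at ambient temperature before ADP-Glo detection; full inhibition defined by wells lacking enzyme.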
HP1b chromo inh: HTS for Inhibitors of HP1-beta Chromodomain Interactions with Methylated Histone Tails; AlphaScreen HP1-beta / biotin-H3K9me3 peptide binding; Potency, µM (top dose mostly 114 µM), inactives show at the highest dose activity change, negative = inhibition, most hits filed as inhibitors; 0.56% of 390,000 active; AID 540317, 2011; further: potency means the concentration at half of the fitted maximal effect; nearly all actives have a fitted effect of over 70% in size; inactives centre near 23
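HP1-beta protein (50 nM final) preincubated 30 min at room temperature with biotinylated H3(1-18)K9me3 peptide (50 nM) in PBS pH 7.4, 0.01% Tween-20, then compound added for 30 min. AlphaScreen streptavidin donor/nickel chelate acceptor beads (10 ug/mL final), 30 min dark, luminescence read.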
Pin1 inhibitor: qHTS Assay to Find Inhibitors of Pin1; Peptidyl-prolyl cis-trans isomerase NIMA-interacting 1 (Homo sapiens), Q13526; Pin1 FP peptide displacement, HiFluor488, 10 min; Potency, µM (top dose mostly 115 µM), for the others: at the top dose activity, negative = inhibition, usual class: inhibitors; 0.009% of 390,000 active; AID 504891, 2011; active means well fitted inhibition curve with a large enough effect in the polarisation, with a control signal flat, not every such curve was filed as active; inconclusive means small, poorly fitted or top-dose-only effect, or effect the other way, or a change in a side signal; inactive means no such curve, though single readings can be large or run the other way; the % refers to the polarisation; further: potency means the concentration at half of the fitted maximal effect; on the % scale 0 is the no-effect control and ±100 the full control effect
Target sequence (Q13526 whole entry, looked up): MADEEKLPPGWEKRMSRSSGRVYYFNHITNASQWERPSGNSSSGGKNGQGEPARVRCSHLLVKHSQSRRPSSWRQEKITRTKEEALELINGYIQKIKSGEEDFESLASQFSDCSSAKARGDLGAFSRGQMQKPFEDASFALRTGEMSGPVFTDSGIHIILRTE
POLH inh: qHTS for Inhibitors of Polymerase Eta. 1.2% of 390,000 active. DNA polymerase eta (Homo sapiens), Q9Y253. Potency, µM (titrated, usually from 114 µM), for the others: top-dose activity change, negative = inhibition, most hits filed as inhibitors. recombinant Pol eta, fluorescent DNA replication assay; further: potency means the concentration at half of the fitted maximal effect; on the % scale 0 is the no-effect control and ±100 the full control effect
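Pol eta at 10 nM preincubated with compounds 15 min at room temperature; reaction started with fluorescent substrate (50 nM final) and read kinetically at 0 and 10 min.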
* hit, by the source's call; i = inactive; ? = inconclusive; . = no result given; & = joins results of further samples; [ ] = remark or other dose. Unless noted, the call rests on the fitted dose curve; in most records, active means well fitted curve in the direction sought with a large enough effect; inconclusive means small, poorly fitted or top-dose-only effect, or another doubt; inactive means no such curve, though single readings can be large; an effect the other way counts as inactive or inconclusive. Only part of the results is shown. The share of hits here may be higher or lower than overall.

SMILES | Tb PGK inh | JMJD2A Tudor | BAZ2B inh | GLS inhibitor | G9a block | PI4K2A block | HP1b chromo inh | Pin1 inhibitor | POLH inh
CCC1(C)Cc2ccccc2-c2nc(NCCO)n(-c3ccc(C)cc3)c(=O)c21 (centres undefined) | i | -17% | -19% | 2% | -25% | 1 | 24% | 0% | -18%
COc1cccc(/C=C/c2nc(C#N)c(NCCN(C)C)o2)c1 | -5% | -19% | -2% | 11% | 22%[59 µM] | -4 | 40%[activator] | -7% | -9%
CCN(CC)C(=O)Oc1c(Cl)cc(Cl)c2cccnc12 | -4% | -6% | 1% | 4% | . | 1 | 44%[activator] | 1% | 3%
O=C(Nc1ccc2c(c1)Cc1ccccc1-2)c1ccncc1 | -2% | -7% | -2% | -7% | 1%[59 µM] | 1 | 86%[activator] | 64%[activator] | -23%
CCOc1ccc(N(C(=O)c2snc(C(N)=O)c2N)C(C(=O)NCC2CCCO2)c2ccco2)cc1 (centres undefined) | 3% | -17% | -9% | -1% | 5% | 8 | 12% | 3% | -3%
CCCCC[C@H](O)/C=C/[C@@H]1[C@@H](CCCCCCC(=O)O)[C@@H](O)C[C@H]1O | -7% | -24% | 5% | 14% | -36%&34%[59 µM] | -1 | 13% | 3% | -14%
CCOC(=O)c1cc(-c2ccc(F)cc2)n(CCC(=O)NC2CCC(C)CC2)c1C (centres undefined) | -3% | -23% | -3% | 0% | -7%[59 µM] | 2 | -9% | 1% | 0%
CC(=O)c1cccc(N2C(=NC(=O)C3CC3)SC3CS(=O)(=O)CC32)c1 (centres undefined) | -3% | -15% | 2% | 3% | 19% | 4 | -3% | -5% | -12%
COc1ccc(/C=N/NC(=O)Cc2n[nH]c(=O)[nH]c2=O)cc1 | 0% | 2% | -1% | -4% | . | 0 | 4% | 1% | 18%
O=C(O)c1ccccc1C1c2ccccc2Oc2ccccc21 | 2% | -8% | . | 3% | . | 6 | 15% | -11% | -4%
OCC[C@@H]1C[C@H](O)[C@@H](O)[C@]2(OCCc3cc(C(F)(F)F)ccc32)O1 | -11% | . | . | 1% | . | -6 | . | . | 1%
COc1cc(OC)cc(C(=O)NCCSC2CCCCC2)c1 | -4% | -4% | -22% | -1% | -1% | -2 | 23% | -1% | -11%
CN1CCN(CCC(=O)Nc2ccc(OCc3ccccc3)cc2)CC1 | -7% | -10% | 8% | -6% | -25% | -2 | 24% | -5% | -7%
COc1ccc(Cn2nnc3c(=O)[nH]c(C4CCCN(C(=O)c5ccccc5Cl)C4)nc32)cc1OC (centres undefined) | . | -5% | -6% | -16% | -1%[59 µM] | 4 | 36% | 1% | .
Fc1cc(Br)ccc1Nc1nc2ccccc2n2nnnc12 | -6% | -28% | -2% | 1% | -10%[59 µM] | 0 | 46%[activator] | 37%[activator] | -13%
O=C(O)c1ccc(N2CCN(Cc3ccc4c(c3)OCO4)CC2)c([N+](=O)[O-])c1 | i | ? | -2% | -8% | -12%[2.33 µM] | -2 | ? | 2% | -11%
CCN1C/C(=C\c2cccc([N+](=O)[O-])c2)C(=O)/C(=C/c2cccc([N+](=O)[O-])c2)C1 | -8% | ? | ? | 5% | 25µM* | 5 | -30% | -6% | -10%
CCN(CC)c1ccc(C2C(C(=O)OCCOC)=C(C)NC3=C2C(=O)CC(C)(C)C3)cc1 (centres undefined) | -5% | -28% | ? | 28% | ? | -3 | 10% | 0% | -10%
CN(C)S(=O)(=O)c1cccc(C(=O)Nc2ccc(Cl)cn2)c1 | . | -18% | 5% | 0% | ? | 0 | 26% | 2% | -3%
COC(=O)Cc1csc(N)n1 | -5%&-4% | -3%&-10% | 6%&3% | 6%&32% | -3%[12.7 µM] | -3&-1 | 48%&17%[activator] | -9%&1% | -8%&4%
Cc1ccc(C2CCN(C(=O)c3cnn(-c4ccc(C)cc4)c3C3CCN(C(=O)OC(C)(C)C)CC3)C2)cc1 (centres undefined) | 0% | -1% | -3%[57.1 µM] | -15% | -9%[59 µM] | 0 | 13% | 0% | -19%
CCC(=O)NC1CCN(C(=S)NC)CC1 | i | 10% | -4% | 0% | 5% | 7 | 40%[activator] | 0% | -18%
O=C1CCCCN1CCCC(=O)N1CCCC(Nc2ccc(F)c(F)c2)C1 (centres undefined) | 2% | -6% | -2% | 18% | . | -1 | 25% | -2% | -7%
CCC(CC)C(=O)Nc1nnc(S(=O)(=O)N2CCCC2)s1 | -6% | -23% | 3% | 2% | 11% | 3 | 20% | 4% | -7%
Cc1ccccc1CNS(=O)(=O)c1ccc2c(c1)C(C)(C)C(=O)N2C | 0% | -17% | ? | 2% | 11% | 7 | 20% | 0% | -5%

Sorted by the number under Tb PGK inh (lowest first): some entries from above.
mol,Tb PGK inh,JMJD2A Tudor,BAZ2B inh,GLS inhibitor,G9a block,PI4K2A block,HP1b chromo inh,Pin1 inhibitor,POLH inh
OCC[C@@H]1C[C@H](O)[C@@H](O)[C@]2(OCCc3cc(C(F)(F)F)ccc32)O1,-11%,.,.,1%,.,-6,.,.,1%
CN1CCN(CCC(=O)Nc2ccc(OCc3ccccc3)cc2)CC1,-7%,-10%,8%,-6%,-25%,-2,24%,-5%,-7%
CCN(CC)C(=O)Oc1c(Cl)cc(Cl)c2cccnc12,-4%,-6%,1%,4%,.,1,44%[activator],1%,3%
CC(=O)c1cccc(N2C(=NC(=O)C3CC3)SC3CS(=O)(=O)CC32)c1 (centres undefined),-3%,-15%,2%,3%,19%,4,-3%,-5%,-12%
O=C1CCCCN1CCCC(=O)N1CCCC(Nc2ccc(F)c(F)c2)C1 (centres undefined),2%,-6%,-2%,18%,.,-1,25%,-2%,-7%

Carrying on.
SMILES | Tb PGK inh | JMJD2A Tudor | BAZ2B inh | GLS inhibitor | G9a block | PI4K2A block | HP1b chromo inh | Pin1 inhibitor | POLH inh
CN(C)C(=O)C[n+]1cccc(/C=N/O)c1 | -1% | -1% | -24% | -5% | ? | 2 | 35% | ? | -2%
Cc1occc1-c1nnc(SCC(=O)Nc2ccccc2)n1Cc1ccccc1 | 4% | ? | -28% | 16% | ? | 0 | -4% | 9% | -18%
COc1cccc(C2C(C#N)=C(N)Oc3cc(C)oc(=O)c32)c1OC (centres undefined) | -7% | -14% | 12% | -4% | 8%[59 µM] | 9 | 43% | ? | -8%
Cc1cc(C)cc(N2CCn3c2nc2c3c(=O)n(CCCc3ccccc3)c(=O)n2C)c1 | -9% | -12% | -14% | -3% | -1%[59 µM] | 1 | 42% | 2% | -1%
CNS(=O)(=O)c1cn(CC(=O)NCc2ccc(N(C)C)cc2)cc1S(=O)(=O)NC | 7% | -9% | -4% | 140%[activator] | -51% | -19 | 18% | -5% | -14%
CCn1ccnc1CNCc1ccc(OCC(O)CN(C)Cc2ccccc2)cc1 (centres undefined) | -10% | ? | ? | 1% | . | 3 | 8% | 7% | -19%
Cc1ccc(NC2CCCN(C(=O)C3CCCC3)C2)cc1C (centres undefined) | -9% | ? | 6% | -1% | . | 0 | -31% | -7% | -9%
CCCCC(=O)NC(=S)Nc1ccc(NC(=O)C(C)C)c(OC)c1 | 5% | 1% | -4% | -13% | . | 3 | 37% | -6% | -14%
CC(C)(C)NCC(O)COc1ccccc1C1CCCC1 (centres undefined) | 3% | -17% | 6% | 12% | -21%[59 µM] | -2 | 13% | -12% | -13%
O=C(Nc1ccc2c(c1)nc1n2CCN(Cc2ccccc2)C1)c1cccs1 | -1% | -12% | ? | . | ? | 5 | 62%[activator] | 33%[activator] | -12%
COC(=O)C1=C(C)N(Cc2ccccc2)C(=NCC(C)C)N[C@H]1c1cccc(F)c1 | 3% | 25µM* | ? | 5% | 2%[12.7 µM] | 1 | 11% | 5% | -10%
CCc1cc2ccccc2nc1SCC(=O)NC1CCCC1 | i | -5% | 2% | -9% | 13%[59 µM] | 0 | -7% | -8% | -1%
CCOC(=O)c1ccc(NC(=O)Cn2c(=O)cc(C(F)(F)F)c3c(C)nn(C)c32)cc1 | 0% | -15% | -2% | 6% | 5%[59 µM] | 0 | -6% | 2% | -16%
CN(Cc1ccc(Cl)c(Cl)c1)C(=O)CN1C(=O)NC2(CCCC2)C1=O | -2% | -6% | -1% | 6% | ? | 3 | 28% | 0% | -9%
Cc1cc(=O)oc2c(CN3CCCC3)c(O)c(Cl)cc12 | 4% | -6% | -1% | 23% | ? | 2 | -2% | -18% | ?

Profiles from above. Order of values: Tb PGK inh, JMJD2A Tudor, BAZ2B inh, GLS inhibitor, G9a block, PI4K2A block, HP1b chromo inh, Pin1 inhibitor, POLH inh
`COc1cccc(C2C(C#N)=C(N)Oc3cc(C)oc(=O)c32)c1OC` (centres undefined) across the screens: -7%, -14%, 12%, -4%, 8%[59 µM], 9, 43%, ?, -8%
`Cc1cc(C)cc(N2CCn3c2nc2c3c(=O)n(CCCc3ccccc3)c(=O)n2C)c1` across the screens: -9%, -12%, -14%, -3%, -1%[59 µM], 1, 42%, 2%, -1%
